IMP-1 inh: inhibitors of Pseudomonas aeruginosa IMP-1 metallo-beta-lactamase; purified IMP-1, nitrocefin hydrolysis, epi-absorbance fluorescence; inhibition, % at 5.6 µM; 290,000 compounds, 0.45% hits; AID 1556;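 active = inhibition above the mean plus 3 SD of all compounds in the same screening run, cut at about 4.5% in these data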;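 note: 0% = IMP-1 with DMSO and 100% = DMSO wells lacking enzyme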
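System – purified recombinant IMP-1 beta-lactamase · Input – IMP-1 dispensed at 0.2 nM · Timing – 15 min preincubation plus 25 min reaction at 25 °C · Signal – Epi-absorbance fluorescence, 480 nm excitation, 530 nm emission · Measure – percent IMP-1 inhibition derived from blank-referenced optical density · Controls – Enzyme-plus-DMSO low control, enzyme-free DMSO high control · Replication – singlicate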
IDE inh: cellular human IDE inhibition; P14735; inhibition, % at 5.59 µM; AID 434962; 320,000 compounds, 0.41% hits; HEK cells, FAbetaB cleavage, fluorescence polarization;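 active = percent inhibition above the average of all tested compounds plus 3 SD, set per screening campaign, cut at about 16% in these data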;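 note: IDE supplied by intact live HEK cells; FP after avidin binding of uncleaved biotin substrate so inhibition keeps polarization high; 0% = DMSO wells and 100% = 60 µM reference IDE inhibitor Ii1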
VIM-2 inh: inhibitors of Pseudomonas aeruginosa VIM-2 metallo-beta-lactamase. purified VIM-2, nitrocefin hydrolysis, epi-absorbance fluorescence. inhibition, % at 5.6 µM. 290,000 compounds, 0.89% hits. AID 1527;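 active = inhibition above the mean of all tested compounds plus 3 SD, cutoff set per screening run, cut at about 7.5% in these data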;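 note: red hydrolysis product quenches plate fluorescence so inhibitors raise well fluorescence; 0% = enzyme with DMSO and 100% = DMSO without enzyme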
UBC9 SUMO inh: blocks human SUMOylation mediated by UBC9; P63279; HTRF SUMOylation assay, SAE1/SAE2 + UBC9, in vitro; inhibition, % at 35 µM; 290,000 compounds, 0.36% hits; AID 2006; in the data active = inhibition above about 50%, passing the limit was not always enough; note: strong numbers were not always called active
GalR3 antagonist: blocks the human galanin receptor 3; 360,000 compounds, 0.44% hits; O60755; inhibition, % at 3 µM; HEK293 GalR3-CNG cAMP membrane potential fluorescence; galR3 body fused to GalR1 C-terminus;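 active = inhibition above the screen-wide average plus 3 SD, cut at about 13% in these data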;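 note: forskolin and galanin both at EC90 stimulate the cells; cAMP rise reported by CNG channel membrane potential dye signal; 0% = forskolin plus galanin with DMSO and 100% = forskolin alone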
IDE act: IDE (human) activation, cell-based. P14735. 340,000 compounds, 0.073% hits. HEK cells, FAbeta-B cleavage, fluorescence polarization; 0% vehicle, 100% cell-free pure enzyme wells. activation, % at 5.96 µM;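 active = activation above the mean of all tested compounds plus 3 SD, set per screening campaign, cut at about 17% in these data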
p-CIP stab down: compounds decreasing mouse p/CIP protein stability. 290,000 compounds, 0.01% hits. Q05BA5. F442A p/CIP-EGFP cells, EGFP fluorescence, 16 h. decrease of EGFP signal, % at 10 µM;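 active = EGFP signal decrease of at least 30% at 10 µM or well 3 SD below plate mean, unless failing retest; inactive = the rest, including hits failing retest or dose response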; note: some compounds called inactive have numbers as strong as hits; many of its hits are not listed in these tables
Target sequence (Q05BA5 1-1403): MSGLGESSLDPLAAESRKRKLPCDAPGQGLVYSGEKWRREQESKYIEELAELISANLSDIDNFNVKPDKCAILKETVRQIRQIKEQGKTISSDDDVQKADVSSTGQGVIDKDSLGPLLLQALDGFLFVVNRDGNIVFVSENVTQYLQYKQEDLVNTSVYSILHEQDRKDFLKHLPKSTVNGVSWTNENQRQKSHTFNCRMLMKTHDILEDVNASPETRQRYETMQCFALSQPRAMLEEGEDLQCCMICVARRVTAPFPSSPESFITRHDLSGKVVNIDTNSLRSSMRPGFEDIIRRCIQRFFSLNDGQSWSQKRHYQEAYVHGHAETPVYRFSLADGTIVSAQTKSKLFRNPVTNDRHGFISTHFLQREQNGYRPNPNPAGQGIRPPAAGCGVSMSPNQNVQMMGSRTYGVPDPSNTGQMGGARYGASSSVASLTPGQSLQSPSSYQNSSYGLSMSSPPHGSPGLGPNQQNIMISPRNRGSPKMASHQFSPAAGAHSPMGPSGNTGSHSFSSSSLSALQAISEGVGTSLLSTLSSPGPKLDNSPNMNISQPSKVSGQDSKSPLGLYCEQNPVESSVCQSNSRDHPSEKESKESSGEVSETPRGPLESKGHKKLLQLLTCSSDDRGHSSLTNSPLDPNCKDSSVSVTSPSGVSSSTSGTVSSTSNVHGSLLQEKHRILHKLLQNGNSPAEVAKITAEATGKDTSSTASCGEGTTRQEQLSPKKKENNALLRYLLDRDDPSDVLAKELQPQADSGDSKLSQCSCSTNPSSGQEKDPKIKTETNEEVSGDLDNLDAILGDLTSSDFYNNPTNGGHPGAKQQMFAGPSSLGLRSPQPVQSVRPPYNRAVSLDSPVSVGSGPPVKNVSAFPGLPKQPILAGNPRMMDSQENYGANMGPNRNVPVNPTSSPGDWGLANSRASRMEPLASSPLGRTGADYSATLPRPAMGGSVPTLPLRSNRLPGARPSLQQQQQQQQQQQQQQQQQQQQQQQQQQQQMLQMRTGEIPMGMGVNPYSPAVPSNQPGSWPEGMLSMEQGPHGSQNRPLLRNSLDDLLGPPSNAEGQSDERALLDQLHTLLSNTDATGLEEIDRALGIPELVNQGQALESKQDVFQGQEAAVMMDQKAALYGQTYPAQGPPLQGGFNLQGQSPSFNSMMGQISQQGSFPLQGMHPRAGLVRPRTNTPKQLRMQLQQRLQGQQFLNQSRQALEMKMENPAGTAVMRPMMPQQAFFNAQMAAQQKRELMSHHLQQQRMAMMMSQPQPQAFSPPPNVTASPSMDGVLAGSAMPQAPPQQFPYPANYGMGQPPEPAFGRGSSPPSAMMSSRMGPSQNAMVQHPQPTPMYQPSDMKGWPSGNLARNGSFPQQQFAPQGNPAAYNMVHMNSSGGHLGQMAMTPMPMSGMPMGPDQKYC
CRFBP-R2 block: antagonists of CRF-binding protein/CRF-R2 receptor complex; AID 588475; inhibition, % at 11.8 µM; HEK293 CRF-R2/CRF-BP, CRF-induced calcium fluorescence; 350,000 compounds, 0.59% hits;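 active = inhibition of the ligand-induced calcium signal above about 50% at the single tested concentration, limit read from the data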
NS3 helicase inh: HCV NS3 helicase inhibition | NS3 helicase DNA unwinding, Cy5 molecular beacon fluorescence | 290,000 compounds, 0.56% hits | inhibition, % at 10.9 µM;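 active = inhibition above the mean of all tested compounds plus 3 SD, set per campaign, cut at about 35% in these data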;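 note: 0% = DMSO wells and 100% = thioflavine S control wells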
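System: HCV NS3 helicase fragment; control set: DMSO and thioflavine S; technique: Cy5 fluorescence at 0 and 60 min, beacon hairpin quenching; reagent: beacon DNA duplex substrate plus ATP; replicates: singlicate; schedule: 1 h reaction at 25 °C, ATP-initiated; medium: MOPS buffer pH 6.5 with MgCl2, DTT, Tween20, BSA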
Numbers without * were called inactive; nt = not tested or not shown.

1	CSc1ccc(CNc2ccc(Cl)cc2)cc1
2	Cc1ccnc2c1ccc1ccccc12
3	CCC(C)(C)NC(=O)C(c1ccccc1Cl)N(C(=O)CCC(=O)Nc1cc(C)on1)c1ccc(NC(C)=O)cc1 (centres undefined)
4	Cc1oc2c(c1C(=O)Nc1ccc(C(=O)O)cc1)CCCC2
5	CCN1C(=O)N[C@@H](c2cccs2)C(C(=O)OC)=C1C
6	COC(=O)CSc1nc2cc(C)ccc2cc1C#N

Assay by compound	1	2	3	4	5	6
IMP-1 inh	-4.6	-3.0	-3.6	-2.2	nt	-4.1
IDE inh	-4	-3	-4	4	-1	9
VIM-2 inh	-3.7	2.9	-2.5	-1.9	nt	-0.6
UBC9 SUMO inh	-16	2	14	0	nt	10
GalR3 antagonist	-9	-10	-3	-6	4	-1
IDE act	0	-5	3	4	2	-9
p-CIP stab down	-4	0	-11	10	nt	-5
CRFBP-R2 block	16	-9	17	15	-6	2
NS3 helicase inh	2	8	-1	-1	nt	12

7	CCc1nnc(NC(=O)C2c3ccccc3Oc3ccccc32)s1
8	N/C(=N\OC(=O)CCCN1C(=O)c2ccccc2C1=O)c1ccc(Br)cc1
9	O=S(=O)(Nc1nc2ccccc2nc1N1CCc2ccccc2C1)c1ccc(Cl)cc1
10	COc1ccc2cc3cc(C(=O)NCCN4CCc5ccccc5C4)sc3nc2c1
11	COc1ccccc1N1CCN(S(=O)(=O)c2cn(C)c(=O)n(C)c2=O)CC1
12	Cn1cccc1/C=N/n1c(-c2ccccc2)n[nH]c1=S

Assay by compound	7	8	9	10	11	12
IMP-1 inh	-4.1	-1.9	-1.5	-2.3	-5.2	-4.3
IDE inh	1	4	1	0	-2	2
VIM-2 inh	-2.7	-9.0	-0.1	-0.6	-1.7	-3.2
UBC9 SUMO inh	21	nt	11	-1	0	-5
GalR3 antagonist	-1	-3	1	-2	nt	-1
IDE act	3	7	6	0	6	0
p-CIP stab down	-17	nt	9	9	-11	-12
CRFBP-R2 block	-45	-14	13	-10	-10	-4
NS3 helicase inh	-25	1	6	-22	1	-1

13	CCN(CC)S(=O)(=O)c1ccc2nc(SC)sc2c1
14	CN(C)S(=O)(=O)c1cccc(NC(=S)N/N=C/c2ccco2)c1
15	O=C(Cc1ccccc1)Nc1ccc(C(=O)Nc2ccccc2C(=O)O)cc1
16	O=c1oc(-c2ccc(O)c(O)c2)cc2cccc(O)c12
17	CC(=O)Nc1ccc(S(=O)(=O)NCCc2ccc(F)cc2)cc1
18	O=C(N/N=C\c1ccc(O)c([N+](=O)[O-])c1)c1ccccc1-n1cccc1

Assay by compound	13	14	15	16	17	18
IMP-1 inh	-5.6	-2.7	0.1	nt	-2.3	0.0
IDE inh	4	-1	-1	0	2	-4
VIM-2 inh	-2.5	0.8	-2.4	nt	0.5	-0.6
UBC9 SUMO inh	4	8	14	nt	5	21
GalR3 antagonist	-4	-5	-1	-2	-7	4
IDE act	2	4	4	7	3	7
p-CIP stab down	-1	-3	-20	nt	-6	-18
CRFBP-R2 block	-20	4	4	-18	-13	11
NS3 helicase inh	0	-9	10	nt	-1	23

19	COCCCNC(=O)/C(C#N)=C/c1c(N2CCN(C)CC2)nc2ccccn2c1=O
20	CCOc1ccccc1OCCCC(=O)N(CC)CC(=O)Nc1ccc(NC(C)=O)cc1
21	CCOc1ccccc1OCC(=O)OCc1csc(CC(=O)Nc2ccccc2C)n1
22	COc1ccccc1Nc1nc(N)nc(CN2CCc3ccccc3C2)n1
23	CCOC(=O)c1ccc(NC(=O)c2nc[nH]c2C(=O)N[C@@H](CC(C)C)C(=O)OCc2ccccc2)cc1
24	Cc1cc[n+](CCc2ccccc2)cc1C

Assay by compound	19	20	21	22	23	24
IMP-1 inh	-4.9	nt	nt	-6.4	nt	-0.4
IDE inh	5	5	4	2	2	-1
VIM-2 inh	-0.6	nt	nt	-7.1	nt	-1.4
UBC9 SUMO inh	12	nt	nt	2	3	-2
GalR3 antagonist	-7	3	-1	-3	-4	-7
IDE act	3	4	2	1	5	-2
p-CIP stab down	-10	nt	nt	8	-12	-1
CRFBP-R2 block	-13	3	2	6	-4	11
NS3 helicase inh	8	nt	nt	-5	nt	7

An excerpt from above in order of their number in CRFBP-R2 block, high to low:
20	CCOc1ccccc1OCCCC(=O)N(CC)CC(=O)Nc1ccc(NC(C)=O)cc1
23	CCOC(=O)c1ccc(NC(=O)c2nc[nH]c2C(=O)N[C@@H](CC(C)C)C(=O)OCc2ccccc2)cc1
19	COCCCNC(=O)/C(C#N)=C/c1c(N2CCN(C)CC2)nc2ccccn2c1=O

Assay by compound	20	23	19
IMP-1 inh	nt	nt	-4.9
IDE inh	5	2	5
VIM-2 inh	nt	nt	-0.6
UBC9 SUMO inh	nt	3	12
GalR3 antagonist	3	-4	-7
IDE act	4	5	3
p-CIP stab down	nt	-12	-10
CRFBP-R2 block	3	-4	-13
NS3 helicase inh	nt	nt	8

Additional results follow:
25	O=C(CCCNS(=O)(=O)c1cccc2nsnc12)NCCc1ccccc1
26	COC(=O)c1oc2ccccc2c1N
27	CCCCOc1ccccc1N
28	NCCNCCNCCN
29	CC(C)C(NC(=O)/C=C/c1ccc(F)cc1)C(C)C
30	CCOC(=O)c1sc(N(Cc2ccccc2)C(=O)CSc2nnc(C3CC3)n2N)nc1C

Assay by compound	25	26	27	28	29	30
IMP-1 inh	-3.3	-5.7	-2.3	0.5	1.1	-3.1
IDE inh	-2	-5	4	1	0	3
VIM-2 inh	-0.9	-2.6	-5.8	-3.6	0.1	-2.4
UBC9 SUMO inh	-4	-1	-11	13	29	18
GalR3 antagonist	-3	0	-6	-3	-2	-3
IDE act	1	5	2	8	4	1
p-CIP stab down	8	4	-1	6	-14	2
CRFBP-R2 block	-9	-1	-7	-8	13	-23
NS3 helicase inh	-8	-6	3	8	1	-5

31	C=CCn1c(=O)/c(=C/c2ccc(O)cc2)s/c1=C(/C#N)c1nnc2n1CCCCC2
32	Cc1cc(C)nc(N/N=C/c2cc3c(cc2[N+](=O)[O-])OCO3)n1
33	Cc1cc(NC(=O)CSCC(=O)Nc2ccccc2Oc2ccccc2)no1
34	S=c1[nH]nc(C2CCCCC2)n1/N=C/c1ccc(Br)cc1
35	CN(Cc1ccccc1)S(=O)(=O)c1ccc(OCC(=O)NCc2ccncc2)cc1
36	COc1ccc(C(=O)OC2CCN(c3ncc(C(F)(F)F)cc3Cl)CC2)cc1

Assay by compound	31	32	33	34	35	36
IMP-1 inh	-6.6	-4.0	nt	-3.9	0.2	-3.4
IDE inh	102*	8	1	5	7	-2
VIM-2 inh	-4.8	-2.4	nt	-5.8	2.6	-2.9
UBC9 SUMO inh	14	-8	nt	-1	3	11
GalR3 antagonist	-10	8	-3	-9	-9	-6
IDE act	-111	-5	1	-9	-8	2
p-CIP stab down	0	7	nt	-6	-5	-4
CRFBP-R2 block	-58	1	4	-6	-4	4
NS3 helicase inh	-6	-2	nt	-6	-10	10

37	CC1CN(C(=O)Nc2ccc(F)cc2F)CC(C)O1 (centres undefined)
38	C=CCN1C(=O)C(CC(=O)Nc2ccccc2)SC1=Nc1ccc(S(N)(=O)=O)cc1 (centres undefined)
39	CC1Cc2ccccc2N1C(=O)CSc1nc(-c2ccco2)cc(C(F)(F)F)n1 (centres undefined)
40	Cc1ccc(S(=O)(=O)N(C)C)cc1NC(=O)CCCNC(=O)c1ccc(Cl)cc1
41	CCOCCCNC(=O)c1ccc(C2SCC(=O)N2Cc2ccccc2)cc1 (centres undefined)
42	O=C1C2C3C=CC(CC3)C2C(=O)N1/N=C/c1c(O)ccc2ccccc12 (centres undefined)

Assay by compound	37	38	39	40	41	42
IMP-1 inh	-1.1	-1.6	-2.5	-3.0	-3.7	-3.8
IDE inh	0	-9	3	5	-1	-3
VIM-2 inh	-1.8	1.2	-1.8	0.4	-1.6	-1.1
UBC9 SUMO inh	-3	-27	-3	10	-3	11
GalR3 antagonist	-3	-4	1	-8	-5	-4
IDE act	6	4	4	2	6	7
p-CIP stab down	2	0	-3	-2	-11	0
CRFBP-R2 block	7	-5	-14	12	-6	-12
NS3 helicase inh	3	1	2	0	3	2

43	CCc1nnc(NC(=O)CN2CCN(Cc3ccc(F)cc3)CC2)s1
44	Cc1cc(-c2nnc(CCC(=O)NC(c3ccccc3)c3ccccc3)o2)no1
45	COc1ccc2cc3c(N)nn(C(=O)c4cccc([N+](=O)[O-])c4)c3nc2c1
46	C1=C(c2ccccc2)CCN(c2ncnc3nc[nH]c23)C1
47	CCN(C(=O)COC(=O)c1ccc(OCc2c(C)noc2C)cc1)c1ccccc1
48	FC(F)Oc1ccc(NC(=S)NCc2ccco2)cc1Cl

Assay by compound	43	44	45	46	47	48
IMP-1 inh	-1.6	0.8	-3.9	-4.7	-2.5	-4.9
IDE inh	-2	14	13	0	4	5
VIM-2 inh	-3.1	-0.1	-1.4	-3.6	-6.2	-2.9
UBC9 SUMO inh	10	18	5	27	-2	25
GalR3 antagonist	0	-5	-11	-2	-2	-3
IDE act	-2	-14	-5	-1	-1	0
p-CIP stab down	1	-5	2	-2	-4	-10
CRFBP-R2 block	4	20	3	-5	2	10
NS3 helicase inh	1	-13	4	6	-2	-3

49	CCOC(=O)C1=C(C)NC(C)=C(C(=O)OCC)C1C(=O)OCC(=O)N(C)C1CCS(=O)(=O)C1 (centres undefined)
50	Cc1cccc(C(=O)NNC(=O)c2ccccc2[N+](=O)[O-])c1
51	CN1Cc2cc(C(=O)c3cc(Cl)cc(CSc4ncccn4)c3O)cnc2NC1=O
52	C/C(=N\OCC(=O)Nc1ccc2c(c1)OCCO2)c1ccc2c(c1)OCCO2
53	O=S(=O)(c1ccc(F)cc1)N1CCCNCC1
54	CCOC(=O)n1c(=O)n(Cc2cccc(F)c2)c2ccccc21

Assay by compound	49	50	51	52	53	54
IMP-1 inh	-4.1	-3.5	-2.8	-6.2	-2.9	-1.3
IDE inh	8	1	4	6	-1	0
VIM-2 inh	-4.5	-1.6	-1.2	-1.0	-1.3	2.6
UBC9 SUMO inh	-4	6	14	3	-13	-6
GalR3 antagonist	-4	-10	nt	-11	2	1
IDE act	5	2	nt	3	-1	-6
p-CIP stab down	8	-16	-33	-1	7	16
CRFBP-R2 block	-3	14	nt	1	-7	26
NS3 helicase inh	2	1	6	2	1	8
